NR2F2 inh – blocks human COUP-TFII nuclear receptor; P24468; HEK293T NGFI-A luciferase reporter, luminescence; inhibition, % at 8.6 µM; actives 0.7% (n = 370,000);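 active = inhibition above a per-plate cutoff, mean inhibition of test wells between control levels plus 3 SD, cut at about 38% in these data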;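 note: cells cotransfected with COUP-TFII expression vector driving the NGFI-A reporter; 0% = median of COUP-TF2 test wells and 100% = reporter-only cells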
Target sequence (P24468 whole entry, looked up): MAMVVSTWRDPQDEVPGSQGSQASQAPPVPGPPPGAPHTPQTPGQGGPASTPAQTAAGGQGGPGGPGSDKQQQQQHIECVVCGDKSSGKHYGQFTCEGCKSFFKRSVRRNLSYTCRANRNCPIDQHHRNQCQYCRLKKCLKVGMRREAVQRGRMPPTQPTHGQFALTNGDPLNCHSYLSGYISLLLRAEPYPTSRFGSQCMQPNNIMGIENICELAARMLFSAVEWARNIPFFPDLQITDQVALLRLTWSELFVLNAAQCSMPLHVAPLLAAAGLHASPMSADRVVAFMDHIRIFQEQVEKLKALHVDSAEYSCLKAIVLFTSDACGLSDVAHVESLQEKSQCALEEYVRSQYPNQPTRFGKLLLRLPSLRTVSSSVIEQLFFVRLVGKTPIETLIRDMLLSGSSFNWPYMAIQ
NCOA1 inh – human NCOA1 inhibition; HEK293 GAL4-SRC1 luciferase reporter, luminescence; inhibition, % at 3.6 µM; AID 588354; Q15788; actives 0.12% (n = 360,000);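 active = inhibition above the campaign mean plus 3 SD, with each screening campaign given its own cutoff, cut at about 60% in these data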;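 note: 0% = DMSO treated cells and 100% = gossypol at 36 µM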
TROY NFkB inh – TROY signaling inhibition. Q293 LMP1-TROYcd NF-kB luciferase reporter, 4 h. inhibition, % at 10 µM. actives 0.98% (n = 360,000). AID 1347056;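 active = compounds whose plate-normalised and pattern-corrected inhibition of the luciferase reporter signal at the single screening dose is 50% or more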
Shn3 3UTR inh – Schnurri-3 reporter inhibition in Clone20 osteoblasts. actives 0.52% (n = 360,000). inhibition, % at 12.5 µM. Clone20 osteoblast Shn3 3'UTR firefly luciferase, 24 h;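 active = mean inhibition of at least 75% with every replicate also reaching 75%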;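 note: 0% = median of neutral control wells and 100% = pilot-screen positive control compound; some compounds past the cut are filed as inactive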
TRAIL sens C8 – sensitizes caspase-8 expressing cells to TRAIL. inhibition (viability loss, TRAIL sensitization), % at 10 µM. actives 1% (n = 360,000). NB7+C8 cells + TRAIL, ATPlite viability luminescence. AID 624354;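 active = compounds causing at least 50% loss of cell viability in the single-dose screen, relative to plate controls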
CF NFkB inh – blocks PAF-induced NF-kB reporter in cystic fibrosis cells; KKLEB NF-kB-GFP reporter, GFP fluorescence overnight; inhibition, % at 5 µM; actives 0.86% (n = 360,000); AID 588850;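 active = at least 50% inhibition at 5 µM, scaled per plate between neutral and stimulator controls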;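 note: PAF is a Pseudomonas aeruginosa culture filtrate used as stimulus; plate controls were PAF-stimulated DMSO wells for no effect and unstimulated DMSO wells for full effect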
LMP1 NFkB inh – reduces LMP1-driven NF-kappaB luciferase signal | LMP1-induced NF-kappaB luciferase reporter cells, luminescence | inhibition, % at 12.5 µM | actives 0.69% (n = 350,000) | AID 504558; in the data active = inhibition above about 41%;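 note: 0% = neutral control wells and 100% = reference inhibitor control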
LRH-1 inv ag – inverse agonists of human LRH-1 (NR5A2); O00482; HEK293T StAR-luciferase reporter, LRH-1 transfected, 24 h; inhibition, % at 3.6 µM; actives 0.13% (n = 360,000); AID 602396;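 active = inhibition above the mean inhibition of all tested compounds plus 3 SD, cut at about 73% in these data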;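 note: 0% = DMSO wells and 100% = reporter-only cells lacking LRH-1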
Target sequence (O00482 whole entry, looked up): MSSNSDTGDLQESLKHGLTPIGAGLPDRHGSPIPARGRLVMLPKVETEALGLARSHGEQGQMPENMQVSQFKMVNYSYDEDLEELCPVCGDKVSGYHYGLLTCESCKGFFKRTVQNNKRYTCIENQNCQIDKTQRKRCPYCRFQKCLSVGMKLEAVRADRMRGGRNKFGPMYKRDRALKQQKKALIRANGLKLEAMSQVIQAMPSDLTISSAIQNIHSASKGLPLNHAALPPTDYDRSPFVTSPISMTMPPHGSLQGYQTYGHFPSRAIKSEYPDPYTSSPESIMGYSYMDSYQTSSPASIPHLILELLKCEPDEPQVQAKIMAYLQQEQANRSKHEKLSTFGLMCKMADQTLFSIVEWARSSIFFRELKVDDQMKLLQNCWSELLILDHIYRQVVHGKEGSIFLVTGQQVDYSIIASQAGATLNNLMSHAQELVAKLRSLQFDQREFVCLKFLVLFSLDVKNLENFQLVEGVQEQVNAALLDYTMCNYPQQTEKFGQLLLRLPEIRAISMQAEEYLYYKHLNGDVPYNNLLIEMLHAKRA
NCOA3 inh – inhibits human SRC3 coactivator. HEK293 GAL4-SRC3 luciferase reporter, luminescence. actives 0.17% (n = 360,000). inhibition, % at 3.6 µM. AID 588352. Q9Y6Q9;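 active = inhibition above a per-campaign cutoff, the mean of all compounds plus 3 SD, cut at about 60% in these data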;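 note: 0% = DMSO-treated cells and 100% = gossypol-treated cells at 36 µM; higher means less SRC3-driven luciferase light from the GAL4 reporter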
TWEAK Fn14 block – blocks TWEAK-Fn14 interaction in a reporter cell assay. TWEAK-stimulated Fn14 reporter cells, luciferase luminescence, 8 h. inhibition, % at 10 µM. actives 2% (n = 360,000). AID 1159606; in the data active = inhibition above about 50%
KKLEB tox – CF airway cell cytotoxicity counter-screen; KKLEB CF airway cells viability, ATPlite luminescence, overnight; stronger effect = lower value; cells stimulated with P. aeruginosa culture filtrate; activity change (cytotoxicity), % at 5 µM; actives 0.36% (n = 360,000); AID 602141;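 active = corrected activity change at or below -50% at 5 µM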
* marks the source's active call; other numbers are inactive results; x = not tested or not shown. This is a subset, so the mix of outcomes need not match the whole.

No.	Molecule	NR2F2 inh	NCOA1 inh	TROY NFkB inh	Shn3 3UTR inh	TRAIL sens C8	CF NFkB inh	LMP1 NFkB inh	LRH-1 inv ag	NCOA3 inh	TWEAK Fn14 block	KKLEB tox
1	Cc1cccc(NC(=O)CSc2cc(C)c(C#N)c3nc4ccccc4n23)c1	13	-27	-27	x	20	39	1	10	5	-4	-17
2	Cc1nnc(NC(=O)c2ccc(-c3ccc([N+](=O)[O-])cc3)o2)s1	5	0	-8	-9	-9	-38	-3	-2	14	15	-15
3	Cc1cccc(N(CC(=O)NCCSCc2ccccc2)S(C)(=O)=O)c1	2	-49	14	2	6	19	0	8	3	-11	-7
4	CN(c1cccc(NC(=O)COc2ccc(Cl)cc2Cl)c1)S(C)(=O)=O	-26	-64	-27	-76	57*	11	-19	-41	-47	-13	-22
5	COc1cc(CN2CCN(CCCc3ccccc3)C(CCO)C2)cc(OC)c1O (stereo not drawn)	-5	-4	5	4	-4	-14	3	-17	-10	14	13
6	CCCc1nc2cc(C)c(Br)c(C)n2c1Cc1ccccc1OC	2	x	-7	x	2	x	x	33	x	-2	x
7	Cc1ccccc1C(=O)OCCN(C)Cc1ccccc1	15	3	-22	11	-1	4	-2	-3	-1	1	3
8	Cc1nc2ccc(-c3nc4ccc(N)cc4[nH]3)cc2[nH]1	-2	-38	-13	-17	38	-1	29	-9	0	17	0
9	NNC(=O)C(Cc1ccccc1)NC(=O)OCc1ccccc1 (stereo not drawn)	-4	-32	-16	-23	-2	-4	-4	9	14	-9	-1
10	CCS(=O)(=O)c1ccc2oc(SCC(=O)c3ccco3)nc2c1	7	5	4	-6	13	-12	4	5	0	-3	5
11	COC(=O)c1c(Sc2ccccc2)c2ccccc2n1C	19	-38	-4	-14	13	3	0	12	-10	-13	9
12	COc1cccc2cc(C(=O)OCC(=O)N3CC(C)OC(C)C3)c(=O)oc12 (stereo not drawn)	-34	-62	-66	-30	7	-6	-22	-57	-74	3	0
13	Cc1cccc(OCC(=O)Nc2ccc(N3CCN(C(=O)c4ccco4)CC3)cc2)c1C	6	13	4	14	9	3	5	0	7	21	-3
14	Cc1cccc2cc(CNCc3ccccc3)c(Cl)nc12	-25	0	-10	-5	-2	-8	6	-2	13	-9	10
15	CCCn1nc(NC(=O)c2ccccn2)c2cc3cc(C)ccc3nc21	-7	-34	-42	10	-4	-8	-11	8	-23	4	3
16	CC[C@@]1(C(=O)OC)N[C@H](CN(C)C(=O)COc2ccccc2)[C@@H]2C(=O)N(C)C(=O)[C@@H]21	7	-6	-12	7	13	0	-4	-13	-1	23	4
17	C=CCn1c(=N)c(C#N)cc2c(=O)n3ccccc3nc21	-4	-3	-12	-3	-9	-1	0	-9	5	8	-9
18	Cc1onc(-c2ccncc2)c1C(=O)O	7	-3	6	-19	-1	-5	0	-1	6	4	8
19	O=C(COC(=O)c1cc(S(=O)(=O)N2CCCCC2)ccc1N1CCOCC1)c1ccccc1	14	9	-5	-4	-20	9	-5	11	-2	-21	-4
20	CC(C)CCNC(=O)c1[nH]c(C(F)(F)F)nc1-c1ccccc1	5	16	14	1	8	-2	x	-2	-5	9	-6
21	Fc1ccccc1NC(=S)NC1CCCC1	0	-13	-13	-10	-10	0	5	-6	-4	-1	-1
22	O=C(NC1CCSc2ccccc21)c1ccc(F)cc1 (stereo not drawn)	-5	-8	-8	1	-13	-15	-2	-14	4	-8	2
23	CN(C)c1ccc(N/C(N)=N/c2nc(C(F)(F)F)cc(C(F)(F)F)n2)cc1	-13	8	-34	13	2	-1	-9	-9	10	-33	-5
24	Cc1ccc2nc(-c3cccc(Br)c3)cc(C(=O)NC3CC3)c2c1	-10	4	-14	9	-7	-1	13	2	20	-15	0
25	COCCn1c(SCc2cccc(F)c2)nc2cc(C(=O)OC)ccc2c1=O	7	-2	-12	23	3	12	-6	0	6	4	-10
26	COc1ccc(C2=NN(C(=O)CSc3nc(=O)n4cccc(C)c4n3)C(c3ccc(C)cc3)C2)cc1 (stereo not drawn)	-10	6	-10	23	10	18	6	10	6	-32	-5
27	CCC(=O)Nc1cccc(NC(=S)NC(=O)Cc2ccccc2)c1	-7	-4	12	2	-1	-6	8	10	-2	-25	-1
28	CC(C)C1Nc2c(O)cc(Cl)c([N+](=O)[O-])c2C2C=CCC21 (stereo not drawn)	16	12	58*	13	17	43	18	26	4	27	16
29	CS(=O)(=O)N1CCc2cc(S(=O)(=O)N3CCCCC3)ccc21	6	-15	-5	8	-1	16	-2	8	-13	5	-2
30	CC(C)CCN1CCN(CCCn2cccn2)CC1CCO (stereo not drawn)	0	-14	11	9	2	3	0	11	13	26	8
31	Cc1cc(=O)[nH]c(CN2CCC(c3ccccc3)CC2)n1	9	10	-5	-3	-3	0	-6	13	-4	11	-6
32	COC(=O)[C@]1(Cc2ccccc2)N[C@H](CN(C)C(=O)Nc2ccccc2)[C@@H]2C(=O)N(C)C(=O)[C@@H]21	-20	7	2	27	-9	-8	-2	-5	-14	2	15
33	Cc1cc(C)cc(C(O)c2ncc(-c3ccccc3F)[nH]2)c1 (stereo not drawn)	1	14	-13	-71	28	-24	x	10	10	-4	12
34	C=CCN(C(=O)CNC(=O)c1ccco1)C(C(=O)NC1CCCCC1)c1ccc(OC)cc1OC (stereo not drawn)	11	1	3	24	-10	2	2	-5	22	8	12
35	O=C(CC[C@H]1O[C@@H](n2cnc3c(NC(=O)c4ccccc4)ncnc32)[C@H](O)[C@@H]1O)NCc1cccc2ccccc12	-21	-7	10	-20	8	-11	x	1	1	-1	4
36	Cc1csc(NC(=O)CCNS(=O)(=O)c2ccc3c(c2)c(=O)n(C)c(=O)n3C)n1	8	-21	-6	-8	-4	4	2	7	-17	3	-1
37	CCOc1ccc(C(=O)N/N=C/c2cc([N+](=O)[O-])cs2)cc1	-22	9	-19	-1	-11	10	5	-8	4	-7	-23
38	CC(O)(c1ccccc1)c1nc(-c2cccc(C(=O)O)c2)cs1 (stereo not drawn)	-39	-104	-38	-22	7	-3	x	-114	-101	-41	0
39	Cc1cc(C)c2nc3sc(C(=O)N4CCOCC4)c(N)c3cc2c1	-117	-73	24	7	27	39	51*	-86	-51	9	-18
40	CCCCNC(=O)CSc1nc2ccc(Nc3nc(N4CCOCC4)nc(N4CCOCC4)n3)cc2s1	6	5	20	41	36	7	0	-16	3	24	0

Entries of single compounds as entered above. Order of screens: NR2F2 inh | NCOA1 inh | TROY NFkB inh | Shn3 3UTR inh | TRAIL sens C8 | CF NFkB inh | LMP1 NFkB inh | LRH-1 inv ag | NCOA3 inh | TWEAK Fn14 block | KKLEB tox
Cc1csc(NC(=O)CCNS(=O)(=O)c2ccc3c(c2)c(=O)n(C)c(=O)n3C)n1 is listed with 8 | -21 | -6 | -8 | -4 | 4 | 2 | 7 | -17 | 3 | -1
CCOc1ccc(C(=O)N/N=C/c2cc([N+](=O)[O-])cs2)cc1 is listed with -22 | 9 | -19 | -1 | -11 | 10 | 5 | -8 | 4 | -7 | -23

(listing goes on)
No.	Molecule	NR2F2 inh	NCOA1 inh	TROY NFkB inh	Shn3 3UTR inh	TRAIL sens C8	CF NFkB inh	LMP1 NFkB inh	LRH-1 inv ag	NCOA3 inh	TWEAK Fn14 block	KKLEB tox
41	COc1ccc(C2CC(c3ccccc3)=NN2c2ccc(S(N)(=O)=O)cc2)cc1OC (stereo not drawn)	-16	-18	3	-10	4	3	-1	22	0	-1	13
42	Cc1c(Cl)cccc1NC(=O)CC1SCCNC1=O (stereo not drawn)	-17	3	-1	-11	5	4	-8	11	5	9	-4
43	CCOC(=O)CSc1nc2ccccc2n1C(=O)OCC	-22	-23	-1	x	-18	-32	-6	-14	14	-12	6
44	CCOc1ccccc1NC(=O)COC(=O)c1cc(C)oc1C	-11	-6	-10	-3	6	-4	-1	0	14	-7	0
45	CC(=O)N(C1=C(N2CCOCC2)C(=O)c2ccccc2C1=O)c1ccc(C(=O)O)cc1	-3	7	14	x	17	-4	3	10	10	18	0
46	Clc1ccc(CN=C2Nc3ccccc3CS2)cc1	-35	-105	-27	-47	6	7	-12	-124	-83	-18	-8
47	CCN(Cc1ccccc1)S(=O)(=O)c1cc2c3c(c1)CCN3C(=O)CC2	-14	9	-22	-3	-1	26	-6	-13	8	-3	-15
48	CC(Nc1cc(N2CCNCC2)ccc1[N+](=O)[O-])c1ccccc1 (stereo not drawn)	-9	18	-13	11	-5	4	-10	28	-12	-20	-2
49	Nc1ccc(C(=O)N2CCN(S(=O)(=O)c3ccc4c(c3)OCCO4)CC2)cc1[N+](=O)[O-]	33	23	-13	5	5	31	1	19	-4	4	3
50	CCOC(=O)c1c(C)oc2c1c(C=NCCO)c(O)c1ccccc12	-24	-2	46	28	10	20	-3	-3	-22	24	22
51	CCCNC(=O)C(CC)NS(=O)(=O)c1ccc(OC)cc1 (stereo not drawn)	4	-1	6	-5	-7	-1	-5	-4	18	-7	10
52	CC1CN(Cc2cc(=O)oc3cc(O)c(Cl)cc23)CC(C)O1 (stereo not drawn)	4	6	-1	-4	-16	4	-1	-19	9	20	-5
53	Cc1ccc(NC(=O)CCNC(=O)c2ccco2)cc1F	2	8	-9	-19	18	-24	-4	-14	10	-18	9
54	CSc1nc(N)nc2c1ncn2CC(=O)N[C@H](C)c1cccc2ccccc12	4	9	0	5	-13	-24	-2	-5	-9	2	9
55	CCN(C[C@H]1N[C@@](Cc2ccccc2)(C(=O)OC)[C@H]2C(=O)N(Cc3ccccc3)C(=O)[C@@H]12)S(=O)(=O)c1ccc(C(C)(C)C)cc1	-1	-2	-4	45	3	21	-1	16	-20	17	16
56	O=C(Nc1ccccc1)N1N=C(c2cccs2)CC1c1cccs1 (stereo not drawn)	8	9	-1	-6	-4	0	4	7	-6	-12	7
57	COc1ccc(S(=O)(=O)N(CCN2CCOCC2)Cc2cc(OC)ccc2OC)cc1	6	-5	-10	-14	-4	9	3	-1	12	-1	3
58	CC(=O)Nc1nc(C)c(CCCOc2ccc([N+](=O)[O-])cc2)c(=O)[nH]1	24	18	31	6	-31	3	-6	14	-17	17	-3
59	Cc1cc2ccccc2n1CCNC(=O)C1CCCC1	-5	1	14	-20	1	-8	8	2	-11	4	-2
60	COC(=O)c1c(C)cc(O)c(C)c1O	5	-8	-17	8	-13	-4	1	-28	9	0	-10
61	O=C(CSc1nc(=O)n(CCCN2CCOCC2)c2c1CCC2)Nc1ccc(F)cc1	18	3	-9	-5	3	-1	-4	12	-6	3	-5
62	CSCCC(NS(=O)(=O)c1ccc2c(c1)Cc1cc(S(=O)(=O)NC(CCSC)C(=O)O)ccc1-2)C(=O)O (stereo not drawn)	-13	-4	-17	-4	-7	9	-10	-18	-18	-1	6
63	COc1cc(NC(=O)/C=C/c2ccccc2)c(C(=O)O)cc1OC	-12	-2	-40	5	40	5	-7	-9	23	-14	2
64	CNC(C)C#Cc1ccc2c(=O)c3cc(C)c(C)cc3oc2c1 (stereo not drawn)	-49	-104	-64	-89	17	-35	-2	-165	-86	-32	20
65	CCCNC(=O)C[C@H]1C[C@H]2c3cc(NC(=O)Nc4ccc(F)cc4)ccc3O[C@H]2[C@@H](CO)O1	-4	-18	-11	-2	3	23	14	17	27	-2	-8
66	O=c1cc(CSc2ccc([N+](=O)[O-])cc2)nc2sccn12	-24	-24	0	-12	-11	15	3	-16	0	-11	22
